ERG-DNA inh – blocks human ERG Ets domain binding to DNA; fluorescence polarization, His-ERG Ets domain / labelled DNA; Potency, µM (highest dose often 76.9 µM), without a hit: top-dose FP activity, negative = inhibition, hits mostly inhibitors; 370,000 compounds, 0.028% hits; AID 624246; active = well fitted inhibition curve with a large enough effect in the polarisation, with a control signal flat; inconclusive = small, poorly fitted or top-dose-only effect, or effect the other way, or a change in a side signal; inactive = no such curve, though single readings can be large or run the other way; the % refers to the polarisation;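 also: polarization taken with two DNA probes labelled with fluorescein and Texas red; potency is read from the fitted curve at half-maximal effect; % of control where 0% means no effect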
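His-tagged ERG Ets domain (1 uM in the protein solution; 300mM KCl, 50mM Tris-HCl, 1mM EDTA, 1mM DTT, pH 7.5) received compound, then a probe mix of 5 nM fluorescein-DNA and 100nM Texas-615-DNA. Fluorescence polarization was read for both dyes.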
BLM inh – Bloom syndrome helicase (human) inhibition; P54132; recombinant BLM DNA unwinding, fluorescence dequenching; Potency, µM (titrated, usually from 56.1 µM), without a hit: at the top dose activity change, negative = inhibition, hits mostly inhibitors; 350,000 compounds, 0.2% hits; AID 2528;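 also: potency is read from the fitted curve at half-maximal effect; plate controls were vehicle for no effect and no enzyme for full effect; nearly all actives have a fitted effect of over 35% in size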
Apoferritin bind – candidate novel general anesthetic via apoferritin binding | P02791 | apoferritin/1-aminoanthracene competitive binding, fluorescence | Potency, µM (series often up to 77.5 µM), without a hit: top-dose activity change, negative = displacement, most hits filed as inhibitors | 350,000 compounds, 0.074% hits; also: potency is read from the fitted curve at half-maximal effect; % is scaled to controls: 0 for no effect and ±100 for the full control effect; nearly all actives have a fitted effect of over 20% in size
Target sequence (P02791 2-175 limits assumed): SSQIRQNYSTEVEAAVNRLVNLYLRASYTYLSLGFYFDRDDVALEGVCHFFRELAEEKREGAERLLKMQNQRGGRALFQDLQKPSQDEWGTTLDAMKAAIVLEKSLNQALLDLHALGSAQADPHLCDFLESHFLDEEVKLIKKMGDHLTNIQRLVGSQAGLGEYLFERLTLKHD
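10 uM apoferritin + 50% sat. 1-AMA, PBS; cpd 10 min RT; Ex380/Em535 endpoint; normalized to free probe vs complex; 4-param Hill fit; propofol titration as pos. ctrl.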
Pol kappa inh – DNA polymerase kappa (human) inhibition | Potency, µM (highest dose often 107 µM), for inactives: top-dose activity, negative = inhibition, most hits filed as inhibitors | AID 588579 | purified Pol kappa, fluorescent DNA synthesis assay, 10 min | 400,000 compounds, 0.53% hits; also: potency is read from the fitted curve at half-maximal effect; % is scaled to controls: 0 for no effect and ±100 for the full control effect
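Readout: fluorescence, taken kinetically at 0 and 10 min. Conditions: 10 nM Pol kappa, 15 min RT compound preincubation, 50 nM substrate final. Controls: enzyme-free buffer wells.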
Pol beta inh – DNA polymerase beta (human) inhibition | P06746 | Pol beta primer extension/strand displacement, fluorescence kinetic | Potency, µM (doses to about 114 µM), for the others: at the top dose activity change, negative = inhibition, most hits filed as inhibitors | 340,000 compounds, 1.3% hits; also: potency is read from the fitted curve at half-maximal effect; % is scaled to controls: 0 for no effect and ±100 for the full control effect
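10 nM enzyme + cpd, 15 min RT; start with substrate 50 nM final; read 0 min and after 10 min RT. Corrected, normalized data; 4-parameter Hill curve fit.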
TRHR ag – TRH receptor (human) agonism | activation, % at 2 µM | TRHR cells, calcium flux fluo-8, FDSS agonist mode | P34981 | 360,000 compounds, 0.18% hits; in the data active = activation above about 30%; also: 0% is about no effect
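TRHR-expressing cells loaded with fluo-8 calcium dye; 23 nL library compound pin-transferred, kinetic FDSS fluorescence (Ex 480/Em 530) recorded about 180 s for agonist-induced calcium release, before a 10 nM TRH EC20 addition for potentiator mode.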
ALOX12 inh – blocks human arachidonate 12S-lipoxygenase; P18054; purified 12hLO, xylenol orange hydroperoxide absorbance; Potency, µM (titrated, usually from 108 µM), for the others: at the top dose activity change, negative = inhibition, most hits filed as inhibitors; 580,000 compounds, 1.1% hits; also: potency is read from the fitted curve at half-maximal effect; % is scaled to controls: 0 for no effect and ±100 for the full control effect
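Purified human 12hLO at 150 nM in 25 mM Hepes, 0.01% Triton X-100, pH 7.0, preincubated 15 min at room temperature with compound. Reaction started with 40 uM arachidonic acid, 30 min at room temperature. Hydroperoxide measured by Fe-xylenol orange, 573/405 nm absorbance ratio.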
POLI inh – blocks human DNA polymerase iota activity; Q9UNA4; Pol iota fluorescent replication assay, 10 min; Potency, µM (doses to about 115 µM), without a hit: at the top dose activity, negative = inhibition, actives largely listed as inhibitors; 390,000 compounds, 1% hits; also: potency is read from the fitted curve at half-maximal effect
Target sequence (Q9UNA4 whole entry, looked up): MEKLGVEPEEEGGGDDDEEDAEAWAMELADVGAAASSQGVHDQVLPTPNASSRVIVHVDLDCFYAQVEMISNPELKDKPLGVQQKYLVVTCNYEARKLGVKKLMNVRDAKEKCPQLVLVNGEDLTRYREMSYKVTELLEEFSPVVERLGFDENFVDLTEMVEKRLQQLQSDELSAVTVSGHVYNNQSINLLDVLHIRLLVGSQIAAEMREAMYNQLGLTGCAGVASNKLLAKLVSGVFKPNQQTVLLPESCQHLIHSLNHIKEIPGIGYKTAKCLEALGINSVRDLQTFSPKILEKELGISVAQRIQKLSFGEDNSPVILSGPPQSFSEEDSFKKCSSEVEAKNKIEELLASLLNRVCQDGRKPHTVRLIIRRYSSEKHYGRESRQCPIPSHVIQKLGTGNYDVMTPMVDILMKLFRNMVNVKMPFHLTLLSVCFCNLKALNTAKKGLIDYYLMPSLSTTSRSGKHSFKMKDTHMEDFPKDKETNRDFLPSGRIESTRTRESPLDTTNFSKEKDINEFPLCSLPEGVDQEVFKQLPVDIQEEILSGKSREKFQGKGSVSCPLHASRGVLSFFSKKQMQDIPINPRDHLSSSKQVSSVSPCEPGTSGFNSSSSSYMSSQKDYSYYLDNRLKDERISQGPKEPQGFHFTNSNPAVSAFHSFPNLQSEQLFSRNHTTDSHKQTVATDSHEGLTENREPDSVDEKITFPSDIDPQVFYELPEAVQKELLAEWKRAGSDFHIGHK
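Fluorescent replication assay read twice, at 0 min and 10 min after adding 50 nM (final) substrate. Enzyme (10 nM) and compounds were first incubated 15 min at room temperature; enzyme-free buffer wells were negative controls.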
APEX1 inh – APE1 (human) endonuclease inhibition. P27695. recombinant APE1, TAMRA/BHQ-2 abasic DNA cleavage fluorescence. Potency, µM (doses to about 65.8 µM), inactives show top-dose activity change, negative = inhibition, hits mostly inhibitors. 350,000 compounds, 0.35% hits;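 also: potency is read from the fitted curve at half-maximal effect; plate controls were vehicle for no effect and reference inhibitor for full effect; nearly all actives have a fitted effect of over 55% in size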
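Activity was derived from the fluorescence gain between first and third kinetic reads (60 s intervals, ex 525/em 598 nm) after 50 nM THF-abasic TAMRA/BHQ-2 duplex was added to 0.75 nM APE1 preincubated 15 min with compound.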
The depositor's hits bear a star; ? = inconclusive; / = not tested or not shown; & = joins results of further samples; ! = not confirmed by another sample; [ ] = dose if it differs, or a comment. Unless noted, calls follow the shape of the dose curve; as a rule, active = well fitted curve in the direction sought with a large enough effect; inconclusive = small, poorly fitted or top-dose-only effect, or another doubt; inactive = no such curve, though single readings can be large; an effect the other way counts as inactive or inconclusive. These rows are one share of the data (hit frequency here may not be typical).

SMILES	ERG-DNA inh	BLM inh	Apoferritin bind	Pol kappa inh	Pol beta inh	TRHR ag	ALOX12 inh	POLI inh	APEX1 inh
O=C1c2ccccc2C(=O)c2c(O)c(O)cc(O)c21	71%[activator]	53%&91%[activator]	5%	50µM*	/	/	32µM*!	79µM*	19µM*
Cc1nc2c([nH]1)c(=O)n(C)c(=O)n2Cc1ccco1	/	0%	/	-2%[60.1 µM]	13%[57.1 µM]	/	/	29%	-7%&2%
CCCCOC(=O)c1ccc(N)cc1	?	-1%	?	-3%	21%	-0.8	11%	?	9%
COc1cc2oc(=O)ccc2cc1O	/	4%	-1%	14%[60.1 µM]	/	/	24%	/	9%
CCC(Cc1c(I)cc(I)c(N)c1I)C(=O)O (configuration not stated)	-5%	2%	4%	-5%	/	-1.0	-3%	-7%	23%
NC(=O)NC(=O)Cc1ccccc1	/	5%	-8%	-13%[60.1 µM]	/	/	-11%[22.9 µM]	/	0%
CC(C)(C)c1ccc(S(=O)(=O)c2cnc(SCC(=O)Nc3ccc(F)c(Cl)c3)[nH]c2=O)cc1	11%	-16%	?	?	79µM*	1.3	?	?	/
Oc1cc2c(cc1O)C1c3ccc(O)c(O)c3OCC1(O)C2 (configuration not stated)	-6%	-25%&-5%	-20%&-8%	0.18µM*	13µM*	0.3	?	7.9µM*	14µM*!
Cc1ccsc1/C=C/C1=NCCCN1C	-6%&5%&24%	4%&-9%	-4%&-3%	8%	16%	-0.1	?	19%&13%&5%	6%
NC(=O)c1ccc([N+](=O)[O-])cc1Cl	/	-4%	-9%	2%[60.1 µM]	/	/	-6%[22.9 µM]	/	-3%
Cc1ccc(CNC(=O)C2CCN(S(=O)(=O)c3c(C)noc3/C=C/c3ccccc3F)CC2)o1	-6%	0%	-22%	5%[60.1 µM]	-3%	0.6	-15%	?	/
Cc1cc(O)c2c(c1)C(=O)c1cccc(O)c1C2=O	/	-7%&1%&-7%	1%&0%	?	-1%	1.9	?	/	32µM*!
COc1cc2[nH]c(=O)[nH]c(=O)c2cc1OC	/	-3%	/	5%[12 µM]	/	/	-8%[22.9 µM]	/	0%
Cc1ccc(C(=O)C(C)CN2CCCCC2)cc1 (configuration not stated)	/	-10%	-3%	3%[60.1 µM]	/	/	?	/	16%
C[C@H]1c2cccc(O)c2C(O)=C2C(=O)[C@]3(O)C(O)=C(C(N)=O)C(=O)[C@@H](N(C)C)[C@@H]3[C@@H](O)[C@@H]21	-3%	-5%&2%	-2%&0%	?	31%	0.1	?	-25%	?
Nc1ncnc(Nc2ccccc2)n1	-22%	3%	/	17%	/	0.2	?	-8%	21%
CC(C)[C@@H]1C(=O)N(S(C)(=O)=O)[C@H]2CCN(C(=O)/C=C\CN3CCCCC3)[C@@H]12	/	0%	/	-5%[19.4 µM]	/	/	0%	/	-8%
CC1CCc2c(N3CCC(O)CC3)c(F)cc3c(=O)c(C(=O)O)cn1c23 (configuration not stated)	-5%	-6%	/	0%	/	0.2	-7%	-11%	-1%
COc1cc2c(c(OC)c1OC)-c1c(cc(OC)c(OC)c1OC)C[C@H](C)[C@H](C)C2	-7%	6%	-18%	-4%	5%	0.3	12%	-5%	-5%
O=C1CCc2cc(OCCCCc3nnnn3C3CCCCC3)ccc2N1	10%	1%&-6%&-1%&-7%&-1%	-8%&-16%&-2%	-4%[60.1 µM]	11%	-2.3&1.6&-0.2	4%	15%	9%&-15%&-2%&-6%&-2%&-4%

Record cards (already shown).
`Nc1ncnc(Nc2ccccc2)n1` in the list: ERG-DNA inh = -22%; BLM inh = 3%; Apoferritin bind = /; Pol kappa inh = 17%; Pol beta inh = /; TRHR ag = 0.2; ALOX12 inh = ?; POLI inh = -8%; APEX1 inh = 21%
`NC(=O)c1ccc([N+](=O)[O-])cc1Cl` in the list: ERG-DNA inh = /; BLM inh = -4%; Apoferritin bind = -9%; Pol kappa inh = 2%[60.1 µM]; Pol beta inh = /; TRHR ag = /; ALOX12 inh = -6%[22.9 µM]; POLI inh = /; APEX1 inh = -3%

Structures listed so far that bear a hit mark in ALOX12 inh.
molecule,ERG-DNA inh,BLM inh,Pol kappa inh,TRHR ag,ALOX12 inh,POLI inh,APEX1 inh
O=C1c2ccccc2C(=O)c2c(O)c(O)cc(O)c21,71%[activator],53%&91%[activator],50µM*,/,32µM*!,79µM*,19µM*

Next part:
SMILES	ERG-DNA inh	BLM inh	Apoferritin bind	Pol kappa inh	Pol beta inh	TRHR ag	ALOX12 inh	POLI inh	APEX1 inh
COc1ccc2c(CNCCc3ccccc3OC)c(C(=O)O)n(Cc3ccc(F)cc3Cl)c2c1	1%	-6%	-7%	-7%	18%	0.8	-4%	?	/
COc1ccccc1OC(=O)Oc1ccccc1OC	0%	-1%	/	-12%	/	/	-2%	24%	/
CC(C)(C(=O)c1cccnc1)c1cccnc1	8%	3%[21.4 µM]	-8%[29.3 µM]	-24%	/	/	13%	11%&1%	1%[21 µM]
COC(=O)Nc1nc2ccc(S(=O)c3ccccc3)cc2[nH]1 (configuration not stated)	/	-9%	-6%	0%[60.1 µM]	/	/	63%&4%[activator]	/	-11%
CCc1cc(-c2n[nH]c(C)c2-c2ccc3c(c2)OCCO3)c(O)cc1O	/	-11%	-17%	?	/	/	?	/	-7%
COc1cc(C(=O)NC(c2ccccc2Cl)c2cc(Cl)c3cccnc3c2O)cc(OC)c1OC (configuration not stated)	-2%	-13%	?	-9%[60.1 µM]	-1%	1.4	-9%	24%	/
C/C=C(/C)C(=O)O[C@@H]1c2cc3c(c4c2[C@@]2(CO4)C(=O)C(OC)=C(OC)C=C2C[C@@H](C)[C@H]1C)OCO3	6%	1%	-16%	10%	?	0.4	-1%	19%	3%
CCN(CC)CCOC(=O)C(c1ccccc1)c1ccccc1	-11%	-4%	5%	-9%	16%	0.1	?	-12%	-5%
Cc1nc2nc(NC(=O)c3cccc(Cl)c3)[nH]n2c(=O)c1Cc1ccccc1	-4%	-5%	3%	-9%	13%	0.1	-17%	-3%	/
COc1c(O)cc2c(c1O)[C@@H]1O[C@H](CO)[C@@H](O)[C@H](O)[C@H]1OC2=O	2%	-2%	-2%	1%	21%	0.8	-14%	25%	8%
COc1ccc(Sc2ccc(NC(=O)c3ccccc3Cl)cc2C#N)cc1	-2%	-3%	6%	-10%	?	0.7	85%[activator]	0%	?
COc1ccc(-c2oc3c(CC=C(C)C)c(O[C@H]4OC(CO)C(O)C(O)C4O)cc(O)c3c(=O)c2O[C@@H]2OC(C)C(O)C(O)C2O)cc1 (some centres not stated)	/	-11%	-5%	0%[60.1 µM]	/	/	/	/	6%

For reference, five of the compounds above.
SMILES	ERG-DNA inh	BLM inh	Apoferritin bind	Pol kappa inh	Pol beta inh	TRHR ag	ALOX12 inh	POLI inh	APEX1 inh
CCN(CC)CCOC(=O)C(c1ccccc1)c1ccccc1	-11%	-4%	5%	-9%	16%	0.1	?	-12%	-5%
Cc1nc2nc(NC(=O)c3cccc(Cl)c3)[nH]n2c(=O)c1Cc1ccccc1	-4%	-5%	3%	-9%	13%	0.1	-17%	-3%	/
COc1c(O)cc2c(c1O)[C@@H]1O[C@H](CO)[C@@H](O)[C@H](O)[C@H]1OC2=O	2%	-2%	-2%	1%	21%	0.8	-14%	25%	8%
COc1ccc(Sc2ccc(NC(=O)c3ccccc3Cl)cc2C#N)cc1	-2%	-3%	6%	-10%	?	0.7	85%[activator]	0%	?
COc1ccc(-c2oc3c(CC=C(C)C)c(O[C@H]4OC(CO)C(O)C(O)C4O)cc(O)c3c(=O)c2O[C@@H]2OC(C)C(O)C(O)C2O)cc1 (some centres not stated)	/	-11%	-5%	0%[60.1 µM]	/	/	/	/	6%

Assay outcomes: PubChem, National Center for Advancing Translational Sciences (NCATS)
